Screening data from PubChem BioAssay.
INS-1E GSIS act – primary screen for activators of insulin secretion dependent on glucose, INS-1E cells, GLuc reporter luminescence. activation, % at 16.6 µM. actives 0.61% (n = 370,000). INS-1E GLuc reporter insulin secretion, 2-3 h;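 active = lowest replicate activation of at least 40%, so every replicate reaches that level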;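 also: 0% = median of neutral control wells and 100% = median of IBMX positive control wells; some compounds called inactive have numbers as strong as hits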
DENV2 CPE – inhibitors of DENV2 cytopathic effect | AID 651640 | CPE inhibition, % at 9.99 µM | DENV2-infected cells, cytopathic effect rescue, plate reader | actives 1.7% (n = 350,000); in the data active = CPE inhibition above about 20%, passing the limit was not always enough; tested in BHK-21 cells;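 also: 0% = median of neutral control wells and 100% = median of positive control wells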
E-sel inducer – induces E-selectin expression in human endothelial cells; P16581; HUVEC E-selectin immunofluorescence imaging; normalized: neutral wells 0, TNF-alpha wells 100; activation, % at 7.58 µM; actives 0.37% (n = 260,000);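 active = mean E-selectin-positive cell signal at least 10% of the positive control, reached in at least 60% of replicates, without over 20% cell loss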;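 also: in these data hits start at about 27%; measured in HUVEC primary endothelial cells; signal is the percent of cells scored E-selectin positive by PE staining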
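Test system – human umbilical vein endothelial cells (HUVEC), E-selectin induction · Input – 3,000 HUVEC seeded per well · Buffer or medium – EGM-2, gelatin · Compound dosing – single-point compound dose · Detection – immunofluorescence imaging · Measure – percent E-selectin-positive cells · Controls – TNF-alpha high, DMSO low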
Xi reactivation – activators of X-chromosome reactivation in mouse fibroblasts; XiGFP mouse fibroblasts, % GFP-positive cells imaging, 3 d; cells co-treated with 5-aza-dC sensitizer; scaled so ellipticine positive control = 100%; activation, % at 7.58 µM; actives 0.055% (n = 360,000);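 active = mean normalized replicate activation at least 10% and every replicate at or above 10%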;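 also: 0% = median of on-plate neutral control wells and 100% = ellipticine 6 µM median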
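System: 68-5-11 XiGFP fibroblast line; Timing: 3 days compound exposure; Compound dosing: one concentration, pinned; Benchmarks: positive control ellipticine, 6 µM final; Buffer or medium: DMEM containing 5-aza-dC.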
Casp6 inh – inhibitors of human caspase-6; purified caspase-6, Z-VEID-R110 cleavage fluorescence; inhibition, % at 12.5 µM; actives 0.53% (n = 350,000);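 active = mean inhibition across replicates at least about 35%, with every replicate also reaching that limit, limit read from the data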;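 also: 0% = median of neutral control wells and 100% = no fluorescence left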
Target sequence (P55212 24-179 limits assumed): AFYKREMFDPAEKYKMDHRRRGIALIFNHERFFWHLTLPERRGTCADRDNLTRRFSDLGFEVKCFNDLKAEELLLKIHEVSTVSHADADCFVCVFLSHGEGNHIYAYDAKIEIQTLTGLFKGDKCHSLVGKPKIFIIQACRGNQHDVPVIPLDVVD
Target sequence (P55212 194-293 limits assumed): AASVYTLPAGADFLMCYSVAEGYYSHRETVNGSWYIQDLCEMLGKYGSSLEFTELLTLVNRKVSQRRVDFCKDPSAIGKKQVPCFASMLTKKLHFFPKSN
CFTR F508del cor – correctors of CFTR F508del function in bronchial epithelial cells | actives 0.36% (n = 350,000) | CFBE cells, YFP halide quenching; stimulated with forskolin plus potentiator P3; % fluorescence drop versus neutral controls | activity (quench increase), % at 7.58 µM | AID 720511;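 active = mean added fluorescence quench of at least 8% versus neutral control, with both replicates also reaching 8%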;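 also: cells transiently co-express mutant CFTR-F508del with the halide-sensitive YFP; corrector assay measuring rescue of mutant channel to the surface after 24 h compound exposure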
RAD52 anneal inh – RAD52 (human) annealing inhibition. recombinant RAD52 DNA annealing, FRET fluorescence. actives 0.46% (n = 360,000). P43351. AID 651710. inhibition, % at 18.7 µM;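 active = every replicate showing at least 50% inhibition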
RAD54 branch – blocks human RAD54 Holliday junction branch migration; Q92698; FAM/BHQ fluorescence; inhibition, % at 10.4 µM; actives 0.14% (n = 360,000);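 active = mean normalized replicate activity at least 40 and at least half of replicates scoring 40 or more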;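 also: 0% = median of neutral control wells and 100% = median of positive control wells; inhibitors cause a drop in the FAM fluorescence signal; in these data hits start at about 50%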
Target sequence (Q92698 whole entry, looked up): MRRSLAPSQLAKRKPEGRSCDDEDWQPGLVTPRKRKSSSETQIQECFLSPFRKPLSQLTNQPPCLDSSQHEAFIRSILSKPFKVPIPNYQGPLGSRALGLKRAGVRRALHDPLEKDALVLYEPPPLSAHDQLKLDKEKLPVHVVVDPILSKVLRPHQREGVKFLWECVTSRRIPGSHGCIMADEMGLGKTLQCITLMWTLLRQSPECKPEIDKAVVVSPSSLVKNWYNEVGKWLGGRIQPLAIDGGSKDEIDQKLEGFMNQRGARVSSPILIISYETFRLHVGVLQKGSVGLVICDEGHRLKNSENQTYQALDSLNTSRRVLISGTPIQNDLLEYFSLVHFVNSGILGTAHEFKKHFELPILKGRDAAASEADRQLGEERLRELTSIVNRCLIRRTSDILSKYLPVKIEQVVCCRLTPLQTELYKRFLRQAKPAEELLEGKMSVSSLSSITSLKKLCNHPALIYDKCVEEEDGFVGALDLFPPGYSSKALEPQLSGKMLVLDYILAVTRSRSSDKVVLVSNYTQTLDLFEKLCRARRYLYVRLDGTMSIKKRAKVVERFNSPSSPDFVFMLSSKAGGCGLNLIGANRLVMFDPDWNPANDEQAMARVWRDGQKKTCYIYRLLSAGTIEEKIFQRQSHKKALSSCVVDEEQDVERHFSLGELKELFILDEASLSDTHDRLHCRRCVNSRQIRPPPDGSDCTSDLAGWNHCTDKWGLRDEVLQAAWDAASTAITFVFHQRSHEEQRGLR
* marks the source's active call; other numbers are inactive results; i = inactive; · = no result given.

The opening 3 records (preview)
SMILES	INS-1E GSIS act	DENV2 CPE	E-sel inducer	Xi reactivation	Casp6 inh	CFTR F508del cor	RAD52 anneal inh	RAD54 branch
CCCCN(C(=O)C1CC(=O)N(c2ccc(C)cc2)C1)c1c(N)n(CCC)c(=O)[nH]c1=O (stereo not given)	19.9	7.9	-0.3	0.0	6.1	0.9	7.1	2.8
O=C(CSc1nnc(-c2ccccc2O)o1)N1CCOCC1	12.1	8.7	·	-0.1	2.1	-2.0	-6.9	-0.2
O=C(C[C@H]1C=C[C@@H](NS(=O)(=O)c2ccc(F)cc2)[C@@H](CO)O1)NCCc1ccncc1	-8.0	3.4	-0.4	0.2	1.7	-0.2	-7.7	6.7

The whole of this part, from the start:
SMILES	INS-1E GSIS act	DENV2 CPE	E-sel inducer	Xi reactivation	Casp6 inh	CFTR F508del cor	RAD52 anneal inh	RAD54 branch
CCCCN(C(=O)C1CC(=O)N(c2ccc(C)cc2)C1)c1c(N)n(CCC)c(=O)[nH]c1=O (stereo not given)	19.9	7.9	-0.3	0.0	6.1	0.9	7.1	2.8
O=C(CSc1nnc(-c2ccccc2O)o1)N1CCOCC1	12.1	8.7	·	-0.1	2.1	-2.0	-6.9	-0.2
O=C(C[C@H]1C=C[C@@H](NS(=O)(=O)c2ccc(F)cc2)[C@@H](CO)O1)NCCc1ccncc1	-8.0	3.4	-0.4	0.2	1.7	-0.2	-7.7	6.7
C[C@@H]1CN([C@H](C)CO)C(=O)c2cc(-c3cccc(F)c3)cnc2O[C@H]1CN(C)S(=O)(=O)c1cccc(F)c1	13.5	8.8	0.1	-0.1	0.3	-1.1	-3.1	0.6
CCC(=O)N[C@H]1C=C[C@H](CC(=O)NCC2CCCCC2)O[C@H]1CO	-1.9	-1.8	-0.2	-0.3	2.1	-0.4	3.1	1.0
Cc1ccc(N(C)S(=O)(=O)c2cccc(C(=O)NC3CC(C)(C)NC(C)(C)C3)c2)cc1	7.2	0.8	·	0.1	0.9	-0.5	12.1	-11.0
N#Cc1ccc(Cn2c(-c3ccc(F)cc3)noc2=O)cc1	21.4	-5.0	·	0.0	-3.1	-0.6	-5.1	3.0
COc1ccc(S(=O)(=O)N2CCC(C(=O)NCCC3=CCCCC3)CC2)cc1OC	2.6	-5.2	·	·	-2.1	·	-7.2	-5.0
COc1cc(-c2cnc3c(NC=O)cc(-c4ccc(N5CCN(C)CC5)cc4)cn23)cc(OC)c1OC	0.2	6.1	0.9	0.0	-40.2	-0.1	70.0*	21.9
COc1ccc(CN(C)C[C@@H]2OCCCC[C@@H](C)Oc3ccc(NC(=O)NC(C)C)cc3C(=O)N([C@@H](C)CO)C[C@@H]2C)cc1	-2.2	-6.6	-0.1	0.1	-2.2	-0.9	-1.5	0.7
Cc1c(Cl)cnc(NC(=O)COC(=O)[C@H](C)NC(=O)c2ccccc2)c1Cl	-2.1	-1.8	·	0.0	16.0	-3.6	-31.4	-1.2
O=C(C[C@H]1CC[C@H](NC(=O)NC2CCCCC2)[C@@H](CO)O1)NCc1ccc(F)cc1	-6.0	-3.9	-0.1	0.2	-2.3	-1.9	-19.2	1.9
COC(=O)CCC(=O)Nc1cccc2ccccc12	8.0	·	·	·	1.0	·	-9.9	4.7
O=C(N=C1SC2CS(=O)(=O)CC2N1c1ccccc1Cl)C1CCCO1 (stereo not given)	4.8	14.9	·	0.1	3.3	-2.3	-11.6	-5.8
CN1CCC(=O)N([C@H](CSc2ccccc2)c2ccccc2)CC1	-13.8	-4.8	0.1	0.1	·	2.9	-10.6	-3.7
COc1ccc(S(=O)(=O)Nc2ccc3c(c2)C(=O)N([C@H](C)CO)C[C@@H](C)[C@@H](CN(C)S(=O)(=O)c2ccccc2)OCCCC[C@H](C)O3)cc1	5.8	11.6	0.0	0.3	1.9	0.9	-38.3	·
C[C@@H]1CN([C@@H](C)CO)C(=O)c2cccc(NC(=O)Nc3ccc(C(F)(F)F)cc3)c2O[C@@H]1CN(C)Cc1ccc(C(=O)Nc2ccccc2N)cc1	12.9	-3.7	5.4	0.4	1.1	-3.2	-38.4	·
C[C@H](CO)N1C[C@H](C)[C@H](CN(C)Cc2ccc(Oc3ccccc3)cc2)Oc2c(NS(=O)(=O)c3ccc(Cl)cc3)cccc2C1=O	-22.4	-2.4	0.2	-0.1	0.1	-1.6	-27.8	7.3
CC(=O)C1C=CC(C)(C(=O)O)C2C=C(C)C(=O)C(C)(O)C12 (stereo not given)	28.3	-0.7	-0.1	0.2	4.2	0.6	-8.2	4.2
CO[C@H]1CN(C)C(=O)c2cc(NC(=O)NC3CCCCC3)ccc2OC[C@@H](C)N(C)C[C@@H]1C	22.0	-1.8	-0.1	0.3	2.0	0.7	2.6	5.0
O=C(Nc1ccc2c(c1)[C@H]1C[C@H](CC(=O)N3CCc4ccccc4C3)O[C@@H](CO)[C@H]1O2)NC1CCCC1	-17.4	2.0	-0.2	0.0	1.7	-0.6	-9.6	-1.5
O=C(CCS(=O)(=O)c1cccs1)Nc1ccc(C(=O)NC2CCCC2)cc1	4.1	·	5.6	0.1	2.8	-3.4	-10.6	·
NS(=O)(=O)c1ccc(CCNC(=O)C(=O)NCC2OCCN2S(=O)(=O)c2ccc(Cl)cc2)cc1 (stereo not given)	3.1	2.9	-0.5	0.1	-2.4	0.7	-42.1	7.1
COc1ccc(NC(=O)Nc2cccc3c2O[C@@H](CN(C)C(=O)Nc2ccc(C(F)(F)F)cc2)[C@H](C)CN([C@H](C)CO)C3=O)cc1	-12.6	-5.7	0.9	-1.3	·	3.0	·	-2.0
CO[C@H]1CN(C)C(=O)c2cc(NC(=O)C3CC3)ccc2OC[C@H](C)N(C(=O)c2ccccn2)C[C@H]1C	8.5	·	0.1	-0.3	·	-1.8	·	·
COc1ccc(C2N(c3ccc(F)cc3)C(=O)C3CCCN32)cc1 (stereo not given)	-13.0	-2.6	0.3	0.2	3.7	-0.7	-54.9	3.2
CCCNC(=O)C1(C)CCN(Cc2cc3ccccc3o2)C1 (stereo not given)	-2.1	2.2	0.0	0.1	-2.1	-0.1	-76.3	-8.1
CCOC(=O)N1CCN(c2nnc(-c3ccccc3)c3ccccc23)CC1	2.3	-0.3	0.1	0.0	3.2	1.8	-9.8	-11.4
C[C@@H]1CN([C@H](C)CO)C(=O)c2cccc(NS(C)(=O)=O)c2O[C@@H]1CN(C)C	5.8	0.1	0.9	0.5	-3.3	-1.3	-2.1	-5.3
COc1cccc(NC(=O)CN(C)C(=O)CSc2ncnc3sc(C)c(C)c23)c1	2.3	0.2	1.2	0.1	-2.6	-0.1	-27.9	2.2
CN1CC(=O)Nc2ccc([N+](=O)[O-])cc2C1=O	-1.1	-0.3	·	0.0	-0.3	-5.5	-1.6	-17.9
S=C(Nc1ccc(Br)cc1)NC1CCCCC1	-15.1	12.4	0.0	0.2	-2.0	·	3.2	·
NCCCCCC(=O)Nc1ccncc1	-0.9	9.8	-0.3	0.1	-6.5	-1.2	0.2	·
COc1cccc(S(=O)(=O)N2CC[C@@H]3[C@H](CO)Nc4ccc(-c5ccc(C#N)cc5)cc4[C@@H]32)c1	13.7	-8.0	0.4	0.0	·	-2.7	·	-2.0
COC(=O)c1ccc(C(=O)NCCCCO)cc1	-1.5	-3.1	·	0.1	4.2	-1.3	-17.6	·
CCc1ccc(NC(=O)/C(C#N)=C/c2cc3ccc(C)cc3nc2N2CCOCC2)cc1	-1.3	-3.1	0.2	0.6	1.8	·	i	·
CC(C)NC(=O)N(C)C[C@H]1OCCCC[C@H](C)Oc2ccc(NS(C)(=O)=O)cc2C(=O)N([C@@H](C)CO)C[C@H]1C	1.1	0.1	0.0	0.0	1.0	0.0	13.9	6.8
Cc1ccc(/C=C2\SC(=S)N(CCCC(=O)Nc3ccccc3C(=O)O)C2=O)cc1	2.3	-7.1	0.0	-0.1	3.7	-0.7	-8.5	-11.7
Cc1ccc(NC(=O)COC(=O)C2CCC2)cc1S(=O)(=O)N1CCOCC1	-13.9	-4.6	-0.3	0.3	-2.7	0.1	-14.7	·
CCN1CCN(S(=O)(=O)c2ccc(Cl)c(C(=O)N(C)C(c3ccccc3)c3ccccc3)c2)CC1	-52.3	-7.0	·	0.5	0.7	3.3	3.0	9.0
COC/C=C/C1=CC2=CC(=O)C(C)(OC(=O)c3cnc4ccccc4n3)C(=O)C2=CN1CCN1CCOCC1 (stereo not given)	-7.4	-20.0	·	0.0	5.3	-0.4	-46.8	-19.4
CCSc1ncc(Cl)c(C(=O)Nc2cc(C)ccc2C)n1	16.3	6.3	-0.4	·	0.5	-0.7	-9.5	·
CCCCNC(=O)N1CCc2[nH]c3ccccc3c2C1	-15.1	-1.1	0.4	0.0	20.5	-0.8	-18.8	-2.9
CNC(=O)C[C@H]1CC[C@H]2[C@H](COc3ccc(NC(=O)c4ccc(OC)cc4)cc3C(=O)N2C)O1	-1.4	10.1	0.0	0.1	3.3	-3.4	-7.0	10.9
C[C@H]1CN([C@@H](C)CO)S(=O)(=O)c2ccc(C#Cc3ccccc3F)cc2O[C@@H]1CN(C)C	19.8	4.8	·	-0.8	-1.3	-1.4	-7.4	6.5
COc1cccc(NC(=S)NN=C2CCCCCC2)c1	-12.5	-6.1	·	0.1	1.8	-1.8	-13.4	·
COc1ccccc1CN1CC(C(=O)N2CCCCCCC2)CCC1=O (stereo not given)	0.0	-1.4	-0.1	0.3	1.2	-2.7	-2.2	-0.9
Oc1cccc(Nc2nc(O)c(/C=C3\C=Nc4ccccc43)s2)c1	-40.4	-2.4	0.0	0.1	3.6	-0.2	-401.2	-13.5
CC(OC(=O)C1=Cc2ccccc2OC1)C(=O)NC1CCCC1 (stereo not given)	1.8	-4.2	·	·	0.8	1.3	-7.5	·
CCN(C(=O)COC(=O)c1[nH]c(C)c(C(C)=O)c1C)c1c(N)n(Cc2ccccc2)c(=O)[nH]c1=O	-5.0	6.9	0.4	-0.1	3.8	-1.4	-26.0	-23.8
Cc1cccc(-n2c(SCc3ccc([N+](=O)[O-])cc3)nnc2-c2c[nH]c3ccccc23)c1	6.6	1.7	-1.3	0.1	7.2	-2.2	-10.4	·
CCN(CC)C(=O)c1cccc(-c2csc(C(NC(C)=O)c3ccccc3)n2)c1 (stereo not given)	-24.6	2.8	-0.1	0.2	-0.5	-6.5	-7.5	9.6
CN1C(=O)CSc2ccc(NC(=O)N3CCN(c4ccccn4)CC3)cc21	-2.1	19.5	·	0.0	0.1	-0.2	-103.6	·
COc1cccc(N2CCN(C(=O)CSc3ccc(F)cc3)CC2)c1	8.9	2.2	·	0.4	0.5	-0.5	-18.9	·
COc1ccc(S(=O)(=O)NN(C)c2ncc(C(F)(F)F)cc2Cl)cc1	-13.5	0.2	·	0.0	-2.5	-0.8	2.9	·
COc1ccccc1-c1ccc2n(c1=O)C[C@H]1[C@H](CO)[C@@H](C(=O)NCc3ccccc3Cl)N[C@@H]21	-2.9	13.3	-0.1	0.1	2.4	·	3.3	0.7
CCN(CC)c1ccc(C=Nc2ccc(C)cc2C)c(O)c1	-5.6	11.6	·	0.1	-1.0	-0.7	-2.4	·
CO[C@H]1CN(C)C(=O)c2cccc(C#N)c2OC[C@@H]2O[C@@H](CC[C@H]2OC)CCN(C)C(=O)[C@@H]1C	-8.4	-4.1	-0.1	-0.1	-12.9	-1.1	-4.6	3.6
COc1ccc(NC(=O)CC2SC(=NCc3ccccc3OC)NC2=O)cc1 (stereo not given)	-5.1	·	·	·	6.2	·	-2.6	8.1
COc1ccc(C)cc1NC(=O)CNCc1cccs1	·	0.1	0.0	0.1	1.5	1.0	-9.5	-10.3
